From PubChem BioAssay
CCHF vOTU inh – CCHFV vOTU protease inhibition; Pep-AMC fluorescence; AID 651958; inhibition, % at 11.5 µM; actives 0.55% (n = 370,000); also: 0% = vehicle wells with enzyme and 100% = no enzyme wells
BoNT F protease – inhibitors of Botulinum neurotoxin F light chain protease | Multiplex microsphere protease cleavage assay, flow cytometry | inhibition, % at 10 µM | actives 0.22% (n = 360,000); in the data active = inhibition above about 35%, passing the limit was not always enough; inconclusive = no clear call, values can overlap the other calls; also: plate controls were buffer without enzyme for full effect and enzyme alone for no effect
FadD28 binding – M. tuberculosis FadD28 bisubstrate binding inhibition. FadD28 bisubstrate probe binding, fluorescence polarization. inhibition, % at 12.5 µM. actives 0.22% (n = 360,000). AID 588549; in the data active = inhibition above about 8.5%, passing the limit was not always enough; inconclusive = no clear call, values can overlap the other calls
UGM FP inh – inhibitors of M. tuberculosis UDP-galactopyranose mutase; P9WIQ1; purified UGM, fluorescence polarization probe displacement; inhibition, % at 10 µM; actives 0.06% (n = 320,000); in the data active = inhibition above about 10%, passing the limit was not always enough; inconclusive = no clear call, values can overlap the other calls
Target sequence (P9WIQ1 whole entry, looked up): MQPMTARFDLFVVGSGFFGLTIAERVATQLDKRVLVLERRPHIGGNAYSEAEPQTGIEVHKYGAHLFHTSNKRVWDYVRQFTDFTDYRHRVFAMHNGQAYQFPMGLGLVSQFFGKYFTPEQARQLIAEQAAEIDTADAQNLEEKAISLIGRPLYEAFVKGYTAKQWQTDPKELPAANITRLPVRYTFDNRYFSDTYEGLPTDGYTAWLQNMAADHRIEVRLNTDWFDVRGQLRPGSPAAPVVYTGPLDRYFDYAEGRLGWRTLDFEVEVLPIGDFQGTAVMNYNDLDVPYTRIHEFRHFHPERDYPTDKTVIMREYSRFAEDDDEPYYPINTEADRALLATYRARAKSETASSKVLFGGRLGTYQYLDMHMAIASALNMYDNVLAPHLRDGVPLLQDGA
FBA Mtb inh – inhibits M. tuberculosis FBA enzyme; P9WQA3; purified M. tuberculosis FBA, fluorescence read-out; inhibition, % at 1 µM; actives 2.3% (n = 360,000); AID 588726; in the data active = inhibition above about 27%;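 also: 0% = vehicle and 100% = reference inhibitor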
Target sequence (P9WQA3 whole entry, looked up): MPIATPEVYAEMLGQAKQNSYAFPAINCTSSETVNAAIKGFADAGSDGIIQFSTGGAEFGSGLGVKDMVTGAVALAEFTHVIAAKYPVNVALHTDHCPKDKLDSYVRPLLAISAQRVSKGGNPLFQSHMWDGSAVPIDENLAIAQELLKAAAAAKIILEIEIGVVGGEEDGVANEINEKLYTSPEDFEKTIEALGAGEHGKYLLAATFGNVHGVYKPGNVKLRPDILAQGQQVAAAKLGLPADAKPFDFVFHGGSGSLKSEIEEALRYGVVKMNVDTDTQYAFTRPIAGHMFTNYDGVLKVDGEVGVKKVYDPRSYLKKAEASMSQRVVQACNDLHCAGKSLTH
GDH-TPI inh – inhibits GDH-TPI coupling enzymes, artifact for Mtb FBA screen; GDH-TPI coupled enzyme counterscreen, NADH absorbance; inhibition, % at 4.8 µM; actives 1.2% (n = 360,000);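 also: 0% = DMSO wells and 100% = wells lacking the enzyme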
Mtb BioA inh – blocks M. tuberculosis BioA enzyme activity; purified M. tuberculosis BioA enzyme, plate reader; inhibition, % at 9.99 µM; actives 0.096% (n = 360,000); in the data active = inhibition above about 40%; inconclusive = no clear call, values can overlap the other calls
BoNT A protease – blocks Botulinum neurotoxin A light chain protease; actives 0.17% (n = 360,000); multiplex microsphere protease substrate cleavage, flow cytometry; AID 588499; inhibition, % at 10 µM; in the data active = inhibition above about 30%; inconclusive = no clear call, values can overlap the other calls; also: plate controls were buffer without enzyme for full effect and enzyme alone for no effect
PrPC surface inh – inhibitors of human cell surface prion protein PrPC; P04156; TR-FRET read-out; inhibition, % at 13.8 µM; actives 0.43% (n = 370,000); in the data active = inhibition above about 24%; also: 0% = median of the test wells and 100% = reference compound wells
Starred values were filed as active, the others as inactive; ? = inconclusive; · = not tested or not shown. Rule as the data show it, unless noted: active = inhibition above about 30%; inactive = the rest.

1) COc1ccccc1NC(=O)CSc1nnc(COc2ccccc2OC)n1C
2) NCCCNC(=O)c1ccc(/C=N/O)nc1
3) COc1cc(/C=N/OCC(=O)Nc2cc(C)on2)ccc1OCc1ccccc1
4) CC(C)CN1CCC(=O)N([C@H](COc2ccccc2)Cc2ccccc2)CC1
5) CCCc1cc(=O)[nH]c(SCC(=O)N(CCC#N)c2ccc3c(c2)OCCO3)n1
6) CCCCOC(=O)/C=C/c1ccc(OC(=O)OC)c(OC(=O)OC)c1
7) CCSc1oc(-c2ccco2)nc1S(=O)(=O)c1ccccc1
8) CC1Cc2cc(S(=O)(=O)NCc3ccccc3)ccc2N1C(=O)C1CC1 (configuration not stated)

entry no.,1,2,3,4,5,6,7,8
CCHF vOTU inh,3.0,-4.8,2.2,12.0,-0.4,0.1,-7.9,13.3
BoNT F protease,2.1,-0.5,6.4,-9.2,-19.5,3.9,-12.6,0.6
FadD28 binding,-2.6,-3.0,-5.8,-0.9,-0.8,-1.3,-0.4,0.8
UGM FP inh,-0.3,0.8,1.1,2.2,·,-2.5,3.4,0.4
FBA Mtb inh,2.7,-12.1,-3.5,3.6,1.6,0.7,6.8,5.0
GDH-TPI inh,-2.2,-5.4,0.4,12.6,-7.4,7.1,10.9,-1.7
Mtb BioA inh,·,0.0,-2.4,3.4,-2.1,·,-9.0,-3.8
BoNT A protease,-0.2,0.1,1.2,-0.4,-4.5,-0.4,1.3,-1.1
PrPC surface inh,3.6,4.7,12.6,-6.5,-1.8,-12.7,4.9,3.0

9) COCC(C)n1c(C)cc(C(=O)CN2C(=O)NC(Cc3c[nH]c4ccccc34)C2=O)c1C (configuration not stated)
10) COc1ccc([C@@H]2CC=C(C(=O)O)[C@H](c3ccc(C)cc3)N2S(=O)(=O)c2ccc(C)cc2)cc1OC
11) CC(C)C[C@H](NC(=O)C1(c2ccccc2)CCN(C(=O)[C@H]2CSCN2C(=O)OC(C)(C)C)CC1)C(=O)O
12) O=C(O)CCSc1nc2ccccc2c(=O)[nH]1
13) CCC(c1nnnn1Cc1ccc(OC)cc1)N1CCN(c2ccc(OC)cc2)CC1 (configuration not stated)
14) Cc1cccc(-n2ccnc2SCC(=O)N2CCCc3ccccc32)c1C
15) COc1ccccc1CNc1nc(NC(C)C)nc2cc(-c3ccccc3)sc12
16) O=C(NCc1ccco1)/C(=C/c1cccnc1)NC(=O)c1ccco1

entry no.,9,10,11,12,13,14,15,16
CCHF vOTU inh,-8.8,11.7,-23.1,-2.2,2.1,5.9,16.2,-14.5
BoNT F protease,2.4,-1.0,-7.0,-6.9,-0.3,-0.4,-10.7,3.7
FadD28 binding,-3.4,-3.4,-0.6,-4.9,-0.6,-2.1,-13.0,1.8
UGM FP inh,-1.7,-2.1,3.1,2.3,-0.1,0.2,·,-2.2
FBA Mtb inh,-3.3,-2.9,-0.2,0.7,-1.1,-5.1,4.5,4.2
GDH-TPI inh,-8.5,-1.0,-3.0,9.9,0.9,1.9,-9.7,-10.2
Mtb BioA inh,1.4,0.3,3.4,0.4,·,·,-1.4,-1.5
BoNT A protease,-0.7,-0.3,0.0,-0.7,0.0,0.4,2.9,-0.3
PrPC surface inh,2.4,-7.0,-4.8,-1.0,-0.7,17.6,17.4,-8.1

17) COc1nc(N)nc2nc[nH]c12
18) COc1ccccc1N1CCN(C(=O)CCc2c[nH]c3ccccc23)CC1
19) Cc1sc2nc(CN3CCOCC3)[nH]c(=S)c2c1C
20) CCCN(CCC)CC(O)CN1C(=O)N(CN2C(=O)N(CC(O)CN(CCC)CCC)C(=O)C2(C)C)C(C)(C)C1=O (configuration not stated)
21) O=C(CCCOc1ccccc1)N1CCN(c2ccc(F)cc2)CC1
22) CS(=O)(=O)n1nc(OC(=O)c2cccs2)cc1N
23) Cc1ccccc1CSc1[nH]c(=O)ncc1C
24) Cc1onc(-c2ccccc2)c1C(=O)N/N=C/C(Br)=C/c1ccccc1

entry no.,17,18,19,20,21,22,23,24
CCHF vOTU inh,15.8,3.1,11.7,3.0,17.5,21.2,0.5,8.1
BoNT F protease,19.0,-8.5,0.4,11.4,9.9,7.8,2.8,0.3
FadD28 binding,-0.2,0.1,-4.2,-1.2,-4.5,-6.7,-4.4,-0.9
UGM FP inh,0.7,-1.3,2.2,-2.5,-2.8,-2.9,0.3,1.3
FBA Mtb inh,-1.7,0.9,-4.0,-0.4,-2.8,-0.8,0.2,0.6
GDH-TPI inh,2.6,-3.8,10.0,0.3,-11.1,1.2,-2.6,14.0
Mtb BioA inh,3.1,·,·,·,0.9,-0.6,3.9,·
BoNT A protease,-0.3,-0.8,-0.2,2.4,0.7,0.3,-0.9,0.9
PrPC surface inh,4.4,-8.4,5.2,1.9,-2.1,5.6,-2.4,0.2

25) CCC(=O)Nc1nnc(CSCc2ccc(F)cc2)s1
26) O=C(NCC(=O)N(Cc1cccs1)C(C(=O)NC1CCCC1)c1cccnc1)c1ccco1 (configuration not stated)
27) O=C(O)c1ccc(N2Cc3ccccc3C2)cc1O
28) O=C(Nc1ccccc1)c1n[nH]c(Cn2cncn2)n1
29) COc1ccc(NC(=O)CN(C)C(=O)c2ccc(NS(=O)(=O)c3ccc4[nH]c(=O)[nH]c4c3)cc2)cc1
30) O=C(NCc1ccc2c(c1)OCO2)c1cccnc1Cl
31) O=c1[nH]nc(SCc2ccccc2Cl)n1-c1ccc2c(c1)OCCO2
32) Cc1ccc(NC(=O)c2cc(-c3cccs3)on2)cc1C

entry no.,25,26,27,28,29,30,31,32
CCHF vOTU inh,2.9,7.6,·,2.0,-9.4,-5.4,-8.3,-1.8
BoNT F protease,-4.4,?,-5.9,-0.8,-0.9,-4.0,?,-6.1
FadD28 binding,-3.1,-2.5,-1.5,-2.3,-1.4,-3.4,-0.6,1.5
UGM FP inh,1.8,0.0,4.2,-1.0,0.4,-0.3,-0.9,2.5
FBA Mtb inh,-1.3,116.5*,-0.4,-0.1,-1.1,-0.8,1.9,4.6
GDH-TPI inh,4.1,-2.7,4.9,-3.8,1.4,0.3,9.4,23.4
Mtb BioA inh,-2.4,-1.6,1.6,1.0,-0.9,·,-1.1,-0.9
BoNT A protease,-0.3,0.5,-0.3,-1.5,-2.3,0.7,-1.6,-1.2
PrPC surface inh,-1.9,-3.0,·,-3.5,2.0,-5.2,2.0,7.2

33) S=C(NCCc1ccccc1)N1CCN(Cc2ccccc2)CC1
34) O=C(O)c1ccc2nc(-c3ccco3)c(-c3ccco3)nc2c1
35) Cc1ccccc1NC(=S)N(Cc1cccs1)C1CCCC1
36) Cc1ccnc(SCC(=O)N2CCC(C(N)=O)CC2)n1
37) CC(=O)C1=C(C)NC(C)=C(C(C)=O)C1c1ccccc1
38) O=C(COC(=O)c1ccccc1C(=O)c1ccccc1)Nc1ccc(SC(F)F)cc1
39) CCc1nc2ccc(C(=O)N(CC)CCN(C)C)cn2c1N(C)CCCc1ccccc1
40) CCCNS(=O)(=O)c1ccc(CCC(=O)Nc2cc(Cl)ccc2Oc2ccccc2)cc1

entry no.,33,34,35,36,37,38,39,40
CCHF vOTU inh,-2.7,22.3,1.4,-6.7,6.0,-2.2,-16.8,1.6
BoNT F protease,1.9,-1.3,-7.6,4.3,2.3,-3.1,-4.9,-5.8
FadD28 binding,-1.5,13.3*,-2.4,-3.1,-3.1,-1.2,-3.0,-4.1
UGM FP inh,0.9,·,-2.1,1.2,-0.5,0.1,·,·
FBA Mtb inh,-3.8,-2.4,1.6,1.8,0.0,-1.4,1.7,-2.8
GDH-TPI inh,2.1,15.1,11.0,1.8,-0.9,1.5,2.2,-19.1
Mtb BioA inh,·,-0.7,·,-0.3,·,·,7.6,·
BoNT A protease,0.2,-1.4,-0.1,0.5,0.0,-1.1,0.0,0.0
PrPC surface inh,8.0,-16.9,1.6,-1.2,0.1,1.4,-7.6,7.2

41) Cc1ccc(N2CCN(C(=O)c3ccccc3NC(=O)C3CC=CCC3C(=O)O)CC2)cc1 (configuration not stated)
42) CC(C)N(Cc1nc(-c2ccccc2)no1)C(=O)CN(C)S(=O)(=O)c1ccccc1
43) CC(C)CN(CC(C)C)S(=O)(=O)N1CCC(C(=O)N2CCc3ccccc3C2)CC1
44) Cc1cc(Cl)ccc1OCc1cn2cccnc2n1
45) CN(CCO)c1cc(Sc2nc3ccccc3s2)c2nonc2c1[N+](=O)[O-]
46) CCOP(=S)(OCC)c1ccc(N(C)C)cc1
47) CN(C)c1ccc(C=C2SC(=S)N(Cc3ccco3)C2=O)cc1
48) COc1cc(C(=O)NCc2cn3ccsc3n2)cc(OC)c1OC

entry no.,41,42,43,44,45,46,47,48
CCHF vOTU inh,10.1,14.5,-18.9,-6.7,0.5,-1.1,24.9,-0.1
BoNT F protease,12.4,5.8,1.6,-3.9,3.0,-3.9,7.9,-18.0
FadD28 binding,1.5,-3.7,-2.7,-2.6,-4.2,3.4,-2.1,-1.2
UGM FP inh,3.0,-0.5,0.6,-0.4,1.4,-3.0,·,-3.2
FBA Mtb inh,3.7,2.4,-2.5,7.6,-4.4,1.1,-4.2,6.1
GDH-TPI inh,11.6,9.2,3.3,8.5,18.8,-6.2,-7.6,15.8
Mtb BioA inh,-0.2,1.6,-0.3,·,0.5,-0.5,0.1,8.5
BoNT A protease,-0.1,0.7,-0.6,-0.5,2.1,-0.4,8.7,-3.4
PrPC surface inh,-4.1,0.9,5.4,-1.7,11.6,1.2,11.2,-5.6

3 of the compounds above, with tabs.
item	SMILES	CCHF vOTU inh	BoNT F protease	FadD28 binding	UGM FP inh	FBA Mtb inh	GDH-TPI inh	Mtb BioA inh	BoNT A protease	PrPC surface inh
42	CC(C)N(Cc1nc(-c2ccccc2)no1)C(=O)CN(C)S(=O)(=O)c1ccccc1	14.5	5.8	-3.7	-0.5	2.4	9.2	1.6	0.7	0.9
47	CN(C)c1ccc(C=C2SC(=S)N(Cc3ccco3)C2=O)cc1	24.9	7.9	-2.1	·	-4.2	-7.6	0.1	8.7	11.2
46	CCOP(=S)(OCC)c1ccc(N(C)C)cc1	-1.1	-3.9	3.4	-3.0	1.1	-6.2	-0.5	-0.4	1.2

New compounds follow.
49) C/C(=N\Nc1cc(C(F)(F)F)ccc1Cl)c1ccccc1O
50) CSc1nsc2nc(=O)c(/C=C3\C(C)=Nc4ccccc43)c(N)n12
51) CCc1cc(=O)oc2cc(C)cc(OCC(=O)NCCCN3CCOCC3)c12
52) CC(C)C[C@H](NC(=O)c1nc[nH]c1C(=O)N(C)Cc1ccccc1)C(=O)OCc1ccccc1
53) O=S(=O)(c1ccc(F)cc1)N1CCC2(CC1)OCCN2S(=O)(=O)c1cccs1
54) COc1cccc(/C=C/C(=O)NCC2CCCCC2)c1
55) Cc1ccc2c(cnn2C(=O)CCC(=O)NC2CCCC2)c1
56) CCCCn1c(N)c(N(CC(C)C)C(=O)C2CC(=O)N(Cc3ccco3)C2)c(=O)[nH]c1=O (configuration not stated)
57) COc1ccc(C)cc1NC(=O)C(OC(=O)Cn1cnc2c1c(=O)n(C)c(=O)n2C)c1ccccc1 (configuration not stated)
58) CCC(C)(C(=O)NC1CCCC1)N(C(=O)c1ccccn1)c1ccc(C)cc1 (configuration not stated)
59) Cc1noc(NS(=O)(=O)c2ccc(N/C=C/C(=O)c3ccncc3)cc2)c1C

entry no.,49,50,51,52,53,54,55,56,57,58,59
CCHF vOTU inh,2.4,7.7,-30.1,14.6,-7.1,-3.4,6.8,4.7,2.1,-12.5,-0.1
BoNT F protease,-1.9,-2.7,-0.6,-9.7,0.0,-8.4,-17.1,-5.0,·,-9.8,0.0
FadD28 binding,-5.0,6.5,-1.5,-1.1,-1.5,-2.7,-1.2,-1.9,-2.8,-1.0,1.7
UGM FP inh,1.3,·,-0.8,-1.6,3.0,-0.5,-0.6,1.5,-0.3,0.7,-1.0
FBA Mtb inh,-5.8,-2.4,115.7*,0.2,1.5,18.3,2.9,5.3,-2.2,1.8,-3.0
GDH-TPI inh,-7.8,20.0,20.7,-2.5,2.9,-1.7,3.3,5.2,-1.4,8.9,21.6
Mtb BioA inh,-0.1,3.9,1.4,0.5,0.7,3.1,-1.0,0.8,·,-0.8,·
BoNT A protease,0.1,-0.3,5.5,-1.5,0.3,-0.7,-0.6,-2.3,·,-0.6,?
PrPC surface inh,-1.0,-4.2,0.8,3.7,7.7,-0.8,0.8,-7.6,-6.1,-2.4,-14.8
